Screens deposited in PubChem by several laboratories.
HSF1 inhib – HSF1 inhibition; NIH3T3-HGL HSE-luciferase, MG132-induced, luminescence 8 h; stronger effect = lower value; actives 0.77% (n = 300,000); activity change, negative = inhibition, % at 7.5 µM (by protocol);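 active = more than half of replicate wells show activity change below -50%, luminescence cut by over half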;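 also: luciferase reports HSF-1 transcriptional activity via heat shock element; 0% = median of DMSO wells and -100% = zero luminescence signal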
Platelet DG rel – platelet dense granule release activity; actives 0.22% (n = 300,000); inhibition, %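 (compounds screened at 7.5 µM in platelet-rich plasma)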; human platelet-rich plasma, SFLLRN dense granule ATP release, luminescence;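 active = mean replicate score, as percent of positive control, at or above 50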
KLF5 inhibitor – suppresses KLF5 promoter-driven expression | AID 1700 | inhibition, % at 5 µM | actives 0.23% (n = 290,000) | DLD-1 KLF5 promoter-luciferase reporter, luminescence;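 active = inhibition above a per-plate limit of that plate's mean compound inhibition plus 3 SD, cut at about 60% in these data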;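 also: 0% = DMSO wells and 100% = LY294002 at 200 µM; higher means less KLF5 promoter-driven luciferase light; inactives centre near -14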
AI-2 QS mod – modulates the Vibrio harveyi AI-2 quorum sensing system | Vibrio harveyi JMH597 AI-2 luminescence/OD600 ratio, 9 h; stronger effect = lower value; strain lacks LuxN and CqsS sensors; 0 = neutral-control median | AID 2094 | activity change, % at 7.5 µM | actives 0.4% (n = 300,000); in the data active = activity change below about -75%, passing the limit was not always enough;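 also: luminescence divided by OD600 gain over 9 h not by final OD600 alone; inactives centre near 13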
HDAC3 inh – inhibitors of human histone deacetylase 3; O15379; recombinant HDAC3, fluorogenic peptide/trypsin coupled, fluorescence; inhibition, % at 8.3 µM; actives 0.15% (n = 320,000); in the data active = inhibition above about 26%, passing the limit was not always enough
Target sequence (O15379 whole entry, looked up): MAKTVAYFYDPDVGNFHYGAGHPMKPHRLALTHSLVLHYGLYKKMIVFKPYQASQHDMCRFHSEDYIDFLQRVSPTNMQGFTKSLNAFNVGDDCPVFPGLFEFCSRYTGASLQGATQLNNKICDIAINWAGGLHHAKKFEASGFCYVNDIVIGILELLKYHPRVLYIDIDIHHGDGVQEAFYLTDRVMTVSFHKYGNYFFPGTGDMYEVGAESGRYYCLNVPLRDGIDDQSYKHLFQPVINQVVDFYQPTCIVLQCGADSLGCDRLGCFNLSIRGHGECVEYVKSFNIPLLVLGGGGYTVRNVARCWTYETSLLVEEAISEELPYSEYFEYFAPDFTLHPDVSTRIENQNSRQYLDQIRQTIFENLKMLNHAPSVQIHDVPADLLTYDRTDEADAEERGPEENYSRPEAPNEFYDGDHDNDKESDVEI
HIF activator – HIF pathway transcriptional activation. U2OS HRE-luciferase reporter, luminescence; normalized: DMSO 0%, desferrioxamine 100%. activation, % at 7.5 µM (by protocol). actives 0.32% (n = 300,000). AID 1910;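 active = mean activation of at least 10% of the iron chelator positive control signal, with at least half of replicates also reaching 10%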
HSF-1 act – increases HSF-1 driven luciferase reporter signal. NIH3T3-HGL HSF-1 luciferase reporter, MG132, 8 h; 100% = twice DMSO control signal. AID 504408. activation, % at 9 µM. actives 1.7% (n = 300,000);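 active = mean replicate activation of at least 50% with a set share of replicates each reaching 50%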;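 also: 0% = median of the neutral control wells and 100% = twice that signal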
IEC-6 tox – IEC-6 cytotoxicity, counter-screen for KLF5 inhibitors; inhibition, % at 5 µM; actives 0.78% (n = 290,000); luminescence viability; in the data active = inhibition above about 22%;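 also: 0% = plate median of test compound wells and 100% = cytotoxic reference compound wells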
HSP90 inh – blocks HSP90-mediated luciferase refolding in reticulocyte lysate; Rabbit reticulocyte lysate, luciferase refolding luminescence, 3 h; inhibition, % at 5.6 µM; actives 0.91% (n = 290,000); AID 1789;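 active = inhibition above the screen-wide mean plus 3 SD, computed separately per campaign, cut at about 16% in these data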;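 also: 0% = DMSO wells and 100% = 60 µM geldanamycin wells; inhibitors lower the luminescence because luciferase stays unfolded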
aSyn 5UTR inh – MLPCN primary screen, SNCA 5' untranslated region. alpha-synuclein 5'UTR reporter, inhibitor activity. inhibition, % (tested at 7.5 µM). actives 0.82% (n = 300,000). AID 1813; in the data active = inhibition above about 60%;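 also: H4 neuroglioblastoma cells stably carrying SNCA 5'UTR luciferase fusion; 0% = DMSO wells and 100% = positive control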
The depositor's hits bear a star; / = no result given. This is a random part of the collection. About 5% of those tested had a hit in this group.

Below each compound: HSF1 inhib, Platelet DG rel, KLF5 inhibitor, AI-2 QS mod, HDAC3 inh, HIF activator, HSF-1 act, IEC-6 tox, HSP90 inh, aSyn 5UTR inh
- O=C(O)c1cccc(-n2cccc2/C=C2\SC(=O)N(Cc3ccccc3F)C2=O)c1
→ 9, 4, -31, 57, 1, 0.5, 7, 0, 2, 21
- N#CCCN1CCN(S(=O)(=O)c2ccc(S(=O)(=O)NC3CCCC3)cc2)CC1
→ 7, -1, -5, -2, -2, 0.4, -2, 5, 1, 1
- Cc1ccc(S(=O)(=O)NCC(=O)OCC(=O)N2CCN(C(=O)c3ccco3)CC2)cc1C
→ 0, 25, /, 28, /, -0.2, -2, /, /, -11
- O=C(/C=C\c1cccs1)N1CCN(Cc2ccc3c(c2)OCO3)CC1
→ 1, -3, -2, 15, 6, 0.3, -2, 0, -8, 19
- COc1ccccc1CCNC(=O)C1CCC(=O)N(Cc2ccccc2OC)C1 (stereo not drawn)
→ 9, -8, -46, 36, -10, 0.2, 15, -12, -3, 0
- COc1ccc(C(=O)O/N=C(\N)c2ccc(OC)c(OC)c2)c(OC)c1
→ 25, 5, -86, 6, 3, 2.5, 34, 5, -1, -96
- Nc1nonc1C(=O)N/N=C/c1ccc(Br)o1
→ 0, -4, -10, 8, 12, 0.1, 12, -1, 16, -10
- Cc1cc(C)cc(N2C(=O)CC(Sc3ncn[nH]3)C2=O)c1 (stereo not drawn)
→ 14, -8, -52, 15, 29*, 0.0, 23, -4, 2, 5
- CCC(=O)c1c[nH]c(C(=O)NCc2cccs2)c1
→ 0, 17, -11, 7, 14, -0.1, -17, 2, -5, 18
- CN(CCC#N)C(=O)CSc1nc2scc(-c3ccccc3)c2c(=O)[nH]1
→ -4, -2, -10, 9, 6, -0.1, -10, -2, 4, 14
- Cc1ccc(S(=O)(=O)/N=C(\CSC(N)=O)Nc2ccccc2)cc1
→ -4, -3, 0, 44, 0, 0.3, -17, 14, 5, 19
- C(#Cc1ccccc1)CN1CCCCC1
→ 1, -2, -4, 15, -2, -0.2, -8, 2, 1, -6
- CC(O/N=C\c1ccccc1O)C(=O)Nc1ccccc1C(=O)N1CCOCC1 (stereo not drawn)
→ -58*, -3, 27, 34, -4, -0.4, -69, 3, 2, 13
- C/C(=N/NC(=O)Cc1cccs1)c1ccco1
→ -9, -3, 1, -8, 2, 0.6, 3, -1, -2, -10
- CCCCN1C(=O)C(NC(C)=O)c2ccccc21 (stereo not drawn)
→ 0, -4, -8, 16, 0, -0.3, -11, 2, -5, 0
- OC(CCCCN1CCCCC1)c1ccccc1 (stereo not drawn)
→ -11, 9, -8, 18, 0, 0.1, 1, 0, -2, -1
- O=C(Nc1cccc(-c2nc3ccccc3s2)c1)c1ccc2c(c1)OCO2
→ -7, -2, -15, 24, -1, 0.2, 9, -2, 2, -24
- CCC(C)c1ccc(NC(=O)COC(=O)c2nc3nccc(C)n3n2)cc1 (stereo not drawn)
→ 4, 1, -29, 31, -2, 2.0, 13, 3, -2, -19
- CCOC(=O)c1c(C)sc2c1N(C(C)=O)c1cc(Cl)ccc1S2
→ 3, -30, -5, 4, 0, -0.1, 26, 1, 2, 24
- CC(=O)N/C(=C\c1cccc([N+](=O)[O-])c1)C(=O)NC1CCCCC1
→ -5, -3, -26, 18, 0, -0.1, 6, 0, 4, 8

Next part, overlapping the part above by two compounds.
Below each compound: HSF1 inhib, Platelet DG rel, KLF5 inhibitor, AI-2 QS mod, HDAC3 inh, HIF activator, HSF-1 act, IEC-6 tox, HSP90 inh, aSyn 5UTR inh
- CCOC(=O)c1c(C)sc2c1N(C(C)=O)c1cc(Cl)ccc1S2
→ 3, -30, -5, 4, 0, -0.1, 26, 1, 2, 24
- CC(=O)N/C(=C\c1cccc([N+](=O)[O-])c1)C(=O)NC1CCCCC1
→ -5, -3, -26, 18, 0, -0.1, 6, 0, 4, 8
- O=C(CNc1ccc(Cl)cc1)c1ccc(Br)cc1
→ 13, -5, -4, 18, -3, 2.2, 36, -2, -3, -17
- Cc1ccc(-c2nn3c(C)nnc3c3ccccc23)cc1S(=O)(=O)N(C)CCO
→ 27, 8, -42, 31, -4, 0.5, 29, -2, 2, -9
- CCN(CC)S(=O)(=O)c1ccc(OC)c(NC(=S)Nc2ccc(C)c(C)c2)c1
→ -2, -11, 3, 9, 7, 1.0, 6, -1, -7, -38
- CCCCOc1c(Cl)cc(C(=O)N(C)CC(=O)Nc2ccc(N3CCOCC3)cc2)cc1OCC
→ 2, 0, -5, 11, 4, -0.2, 9, -5, -6, 11
- CCc1c(C)nc(N)nc1OCC(F)(F)C(F)F
→ -1, -1, -11, 26, 1, -0.1, 9, 6, -2, 15
- COc1c(C)cccc1C(=O)Nc1ccc(N2CCN(C(=O)c3ccccc3C)CC2)cc1
→ -15, 37, -2, 3, -11, 0.6, -21, 3, 3, 6
- CCC(C)NCCOCCOc1ccc(C)cc1Br (stereo not drawn)
→ 9, -7, 4, 12, -6, 0.2, 31, 11, 0, -2
- CCS(=O)(=O)Nc1ccc(Cc2ccncc2)cc1
→ 2, /, -36, 21, 1, -1.2, 0, 0, -1, 12
- CCOC(=O)CNC(=O)Cn1cnc2c(oc3ccccc32)c1=O
→ 0, 1, -13, 20, 0, 0.5, -9, -6, -7, -36
- CC(C)(C)OC(=O)NCCCCCc1nnc(SCc2ccc(F)cc2)o1
→ 1, 17, -6, 1, 6, 1.0, -4, 2, 0, -12
- c1ccc(-c2cn3nc(-c4ccccc4)cnc3n2)cc1
→ /, /, -47, /, -1, /, /, -7, 6, /
- Cc1ccc2c(c1)nnn2C1CCN(C(=O)Nc2ccccc2C)CC1
→ /, -4, -12, 16, -2, 0.2, /, 4, 0, -7
- O=C(CSc1nncs1)Nc1ccc2c(c1)OCCO2
→ 5, -19, -102, 28, -5, 1.9, 4, -2, -3, -102
- COc1ccc(OC)c(NC(=O)c2[nH]c(C)c(C(C)=O)c2C)c1
→ 9, 14, 1, -2, -5, 0.9, -2, 12, 27*, -85
- CCCCC(=O)N1CC(=O)Nc2ccc(F)cc2C1c1ccc(F)cc1 (stereo not drawn)
→ 5, -3, -7, 29, -4, -42, 10, -3, 2, 18
- CC(C)Nc1nnc(SC(C)C(=O)NCc2ccc3c(c2)OCO3)s1 (stereo not drawn)
→ -4, 16, -12, 9, 2, 0.2, -2, 1, -3, 1
- CC(=O)c1sc(Nc2cccc3ccccc23)nc1C
→ 4, 0, /, 32, -14, -0.2, 5, /, /, -31
- COc1ccc(C(=O)CCC(=O)NCCc2c[nH]c3ccccc23)cc1OC
→ -2, -5, 8, 9, 8, -0.2, 16, -2, -1, 30
- OCCCc1nc2n(n1)C(c1ccccc1Cl)C=C(c1cccs1)N2 (stereo not drawn)
→ 1, -4, -21, 21, -24, -3.3, -9, -10, 2, 10
- COc1ccc(C(=O)Nc2cccc(C(C)=O)c2)cc1S(=O)(=O)N1CCOCC1
→ -2, -1, -23, 11, 3, -0.2, 15, 0, -2, 15
- Cc1ccc(NC(=O)C2CCCN(S(=O)(=O)c3cnc[nH]3)C2)cc1F (stereo not drawn)
→ /, /, 10, /, 1, /, /, 8, 2, /
- O=C(Cc1ccc(Br)cc1)N1CCOCC1
→ -9, -7, 18, -1, 5, 0.8, -8, 4, 1, -12
- Cc1noc(C)c1COc1ccccc1C(=O)N1CCN(S(=O)(=O)c2ccccc2C(F)(F)F)CC1
→ 6, -2, /, 19, -7, -0.6, 5, /, /, -5
- CCCC/S(CC1CC1(Cl)Cl)=N\S(=O)(=O)c1ccc(C)cc1 (stereo not drawn)
→ -3, 12, -18, 16, 2, -0.1, -10, -1, -2, 2
- Cc1cc(=O)c2ccc(Cl)cc2[nH]1
→ -6, 0, 7, 1, 5, -1.4, 1, 5, 1, -2
- CC(C)Nc1ccc(C(CC(N)=O)NC(=O)c2ccccc2)cc1[N+](=O)[O-] (stereo not drawn)
→ -1, 8, -20, 24, 0, -1.5, 4, 2, 5, 29
- CCc1ccc(CNC(=O)C2CCCN(c3nn4c(=O)cc(C)nc4s3)C2)cc1 (stereo not drawn)
→ 1, -2, -2, 15, 7, 0.0, 11, 7, 3, 9
- N#CN/C(=N\S(=O)(=O)c1ccccc1)c1ccccc1
→ -3, 2, 3, 10, 6, -0.4, -2, -5, 0, 7
- O=C(NCC1CCCO1)C1CCC(=O)N1Cc1ccccc1Cl (stereo not drawn)
→ -4, -4, -15, -3, 3, 0.0, -5, 0, 1, -5
- COc1ccc(C(=O)NC2CC3CCCC(C2)N3Cc2ccccc2)cc1OC (stereo not drawn)
→ -2, 11, -1, -3, -9, 0.0, -20, 0, 2, -2
- Cc1nnc(NC(=O)CSc2nccn2Cc2ccccc2)s1
→ 5, 11, -18, 27, -2, -1.6, 7, -9, -2, -3
- CCOC(=O)c1ccc(NC(=O)c2nc[nH]c2C(=O)N(CC)CC)cc1
→ 5, 3, /, 3, 0, 0.4, -13, /, /, 19
- COc1ccc(C(CC(=O)Nc2ccccn2)N2Cc3ccccc3C2=O)cc1 (stereo not drawn)
→ 4, 4, -59, 8, 11, 2.6, -7, -3, 3, -113
- COc1ccc(-n2c(-c3ccc(Br)cc3)c[n+]3c2CCC3)cc1
→ -6, 4, -1, 10, -3, -0.1, 4, -1, -2, -2
- CN(C)CCCn1c(N)c(C#N)c2nc(C#N)c(C#N)nc21
→ 39, -13, 13, -2, -21, 0.0, 76*, -6, 3, 7
- CCN(CC)C(=O)CSc1nc2sc(C)c(C)c2c(=O)[nH]1
→ -2, -1, 10, 31, -5, -0.5, 4, 4, 5, -8
- O=[N+]([O-])c1ccc(/C=N/n2cn[nH]c2=S)cc1
→ -5, -1, 8, 23, 3, 0.0, 11, -1, 2, 12
- Cn1c(-c2cnn(-c3ccccc3)c2-n2cccc2)n[nH]c1=S
→ 0, 5, 6, -1, -8, -0.8, 7, 0, 0, 16
- ON1C2CCCCC2N(O)C1c1ccccc1C(F)(F)F (stereo not drawn)
→ -6, 13, -52, 11, -5, -0.4, 2, -13, -6, -1
- CCN(CC)S(=O)(=O)c1ccc(N=NC2=C(O)CC(C)(C)CC2=O)cc1
→ 0, -1, -44, 25, 6, -0.6, 32, 0, 2, 11

In the list so far, seven contain an aryl thioether with sulfur outside any ring.
Below each compound: HSF1 inhib, Platelet DG rel, KLF5 inhibitor, AI-2 QS mod, HDAC3 inh, HIF activator, HSF-1 act, IEC-6 tox, HSP90 inh, aSyn 5UTR inh
- Cc1cc(C)cc(N2C(=O)CC(Sc3ncn[nH]3)C2=O)c1 (stereo not drawn)
→ 14, -8, -52, 15, 29*, 0.0, 23, -4, 2, 5
- CN(CCC#N)C(=O)CSc1nc2scc(-c3ccccc3)c2c(=O)[nH]1
→ -4, -2, -10, 9, 6, -0.1, -10, -2, 4, 14
- CC(C)(C)OC(=O)NCCCCCc1nnc(SCc2ccc(F)cc2)o1
→ 1, 17, -6, 1, 6, 1.0, -4, 2, 0, -12
- O=C(CSc1nncs1)Nc1ccc2c(c1)OCCO2
→ 5, -19, -102, 28, -5, 1.9, 4, -2, -3, -102
- CC(C)Nc1nnc(SC(C)C(=O)NCc2ccc3c(c2)OCO3)s1 (stereo not drawn)
→ -4, 16, -12, 9, 2, 0.2, -2, 1, -3, 1
- Cc1nnc(NC(=O)CSc2nccn2Cc2ccccc2)s1
→ 5, 11, -18, 27, -2, -1.6, 7, -9, -2, -3
- CCN(CC)C(=O)CSc1nc2sc(C)c(C)c2c(=O)[nH]1
→ -2, -1, 10, 31, -5, -0.5, 4, 4, 5, -8
